# APP transl inh – inhibitors of APP translation via 5'UTR reporter, primary screen, APP 5'UTR luciferase, SH-SY5Y cells | SH-SY5Y APP 5'UTR-luciferase reporter, luminescence | inhibition, % at 2 µM | AID 1285, 2008 | actives 0.82% (n = 190,000);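 active means inhibition above a set limit, derived from the sample mean plus 3 SD, cut at about 45% in these data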; further: values of inactives mirror those of a sister screen read the other way
# APP 5'UTR act – activators of APP 5'UTR luciferase reporter, primary screen, SH-SY5Y cells; SH-SY5Y APP 5'UTR luciferase reporter, luminescence; zero percent = DMSO vehicle wells; activation, % at 2 µM; actives 1% (n = 190,000); AID 1276, 2008;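 active means activation above a set limit, based on mean plus 3 SD of controls, cut at about 140% in these data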; further: values of inactives mirror those of a sister screen read the other way
# STAT1 activator – STAT1 signaling activators, primary screen, cell-based, HTS, luciferase reporter | activation (% of control), % at 5.5 µM | NIH 3T3 STAT1-luciferase reporter, IFN-gamma, luminescence; 100% = IFN-gamma alone, no compound | actives 2.6% (n = 200,000);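 active means activation above the screen-wide mean activation plus 3 SD, cut at about 130% in these data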;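 further: raw ratio to IFN-gamma control signal so 100% means no change and 0% no light; values of inactives mirror those of a sister screen read the other way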
# ROMK mod – ROMK potassium channel modulators, primary screen, cell-based, thallium flux, MLSMR library; Tet-inducible ROMK, thallium flux fluorescence; actives lie on both sides; B-score at 10 µM; actives 2% (n = 130,000);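 active means signal ratio slope over the read window, or its plate-corrected B-score, at least 3 SD from the plate mean, either direction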;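 further: B-score of the F/F0 ratio slope over 7 to 12 s after thallium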
# Target sequence (P48048 whole entry, looked up): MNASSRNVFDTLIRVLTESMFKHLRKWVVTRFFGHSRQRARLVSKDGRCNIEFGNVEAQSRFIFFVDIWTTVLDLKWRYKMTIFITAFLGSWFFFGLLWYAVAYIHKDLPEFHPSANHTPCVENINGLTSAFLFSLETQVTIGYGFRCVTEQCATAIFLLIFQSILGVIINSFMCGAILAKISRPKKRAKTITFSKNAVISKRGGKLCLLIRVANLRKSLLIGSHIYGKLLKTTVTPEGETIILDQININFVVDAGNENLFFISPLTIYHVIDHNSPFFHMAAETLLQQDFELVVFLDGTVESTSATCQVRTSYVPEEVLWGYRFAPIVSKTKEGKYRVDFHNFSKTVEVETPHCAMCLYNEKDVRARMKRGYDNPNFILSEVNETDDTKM
# NF-kB expr up – activators of NF-kB expression in neurons, primary screen, cell-based, HTS. actives 1.6% (n = 190,000). fold change at 12.5 µM. human neuronal cells, NF-kB reporter expression; stronger effect = higher value; in the data active means fold change above about 3.3
# STAT3 activator – IL-6 driven STAT3 reporter potentiators, primary screen, U3A cells, luciferase, luminescence, MLSCN library; IL-6 STAT3-luciferase reporter; 100% = signal with IL-6 EC80 alone; activation (% of control), % at 5.6 µM; actives 0.91% (n = 190,000);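 active means activation above the screen-wide mean of compound activation plus 3 SD, cut at about 130% in these data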;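 further: 0% = background luminescence of wells with medium and substrate only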
#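 Material: STAT1-lacking human U3A cells, STAT3 luciferase reporter | Benchmarks: IL-6-only wells as 100% reference | Probe or stimulus: IL-6 (33 ng/mL) | Timing: Compound 1 h, then IL-6 6 h at 37 °C | Detection: Luminescence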
# STAT3 blocker – IL-6 driven STAT3 reporter inhibitors, primary screen, U3A cells, luciferase, luminescence, MLSCN library; IL-6 STAT3-luciferase reporter; host cell line lacks STAT1; inhibition, % at 5.5 µM; actives 0.89% (n = 190,000);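 active means inhibition above the mean inhibition across all screened compounds plus 3 SD, cut at about 44% in these data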;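 further: 0% = DMSO only wells and 100% = 100 µM nifuroxazide control wells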
# STAT1 blocker – STAT1 signaling inhibitors, primary screen, cell-based, HTS, luciferase reporter. AID 920, 2007. NIH 3T3 STAT1-luciferase reporter, IFN-gamma, luminescence. actives 0.35% (n = 200,000). inhibition, % at 5.5 µM;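 active means inhibition above a set limit, the mean inhibition across all tested compounds plus 3 SD, cut at about 34% in these data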;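 further: 0% = IFN-gamma with DMSO and 100% = IFN-gamma with 300 µM nifuroxazide; values of inactives mirror those of a sister screen read the other way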
# FLuc inh counter – firefly luciferase enzyme inhibitors, primary screen, artefact control for luciferase-based inhibitor screens, biochemical, luminescence, ATPLite; Luciferin 4-monooxygenase (Photinus pyralis), P08659; 10 min; inhibition, % at 10 µM; actives 1.5% (n = 200,000); AID 1006, 2008;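 active means inhibition above about 50% when tested at 10 µM, limit read from the data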
# Target sequence (P08659 whole entry, looked up): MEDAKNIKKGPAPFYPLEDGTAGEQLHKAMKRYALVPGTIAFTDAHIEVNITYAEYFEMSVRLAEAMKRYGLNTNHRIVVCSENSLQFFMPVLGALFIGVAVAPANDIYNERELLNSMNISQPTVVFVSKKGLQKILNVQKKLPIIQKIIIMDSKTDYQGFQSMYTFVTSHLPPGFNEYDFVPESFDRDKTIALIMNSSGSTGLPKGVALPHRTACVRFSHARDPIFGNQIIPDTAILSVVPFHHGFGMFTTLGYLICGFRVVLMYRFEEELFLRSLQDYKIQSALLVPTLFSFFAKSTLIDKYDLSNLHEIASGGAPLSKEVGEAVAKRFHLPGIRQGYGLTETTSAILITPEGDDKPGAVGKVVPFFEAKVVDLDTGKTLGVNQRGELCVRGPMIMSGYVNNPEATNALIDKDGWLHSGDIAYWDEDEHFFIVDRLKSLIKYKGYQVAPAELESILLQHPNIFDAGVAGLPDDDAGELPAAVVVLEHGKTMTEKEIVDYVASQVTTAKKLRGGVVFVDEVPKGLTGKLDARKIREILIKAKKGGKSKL
# FLuc stim CS – FLuc activators, initial screening, artefact control for FLuc-dependent activation tests, biochemical, ATPlite luminescence. ATPlite luciferase biochemical, 10 min; 0 = ATP-free wells, 1 = DMSO control. activation factor at 10 µM. 200,000 tested, under 10 active. AID 1027, 2008;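 active means luciferase activation factor, scaled between plate controls, of at least 2 with compound at 10 µM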
#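 Material: Luciferase/luciferin reagent mix | Doses: Test compounds dosed from 2 mM stocks in 100% DMSO | Timing: 10 min incubation after luciferase reagent addition, room temperature | Measured by: Luminescence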
# An asterisk follows results filed as active; x = no result given.
SMILES,APP transl inh,APP 5'UTR act,STAT1 activator,ROMK mod,NF-kB expr up,STAT3 activator,STAT3 blocker,STAT1 blocker,FLuc inh counter,FLuc stim CS
Cn1c(CCNC(=O)c2ccccc2Cl)n[nH]c1=S,-24,24,96,x,1.9,104,5,4,-4,1
O=C(COC(=O)CCCNC(=O)c1ccc(Cl)cc1)Nc1cc(Cl)ccc1Cl,-8,8,98,0.33,1.1,89,14,3,15,0.8
CCc1c(C)sc2nc(C(C)C)nc(SCC(=O)N3CCc4ccccc4C3)c12,-9,9,105,x,0.39,99,4,-6,0,1
CN(C)c1ccc(P(=O)(Nc2ccc([N+](=O)[O-])cc2)N2CCOCC2)c(NC(=O)c2cccs2)c1 (configuration not stated),4,-4,105,x,0.8,140*,-54,-5,-4,1
CCOC(=O)c1c(C)c(C(=O)NC(C)COC)c(C)n1CC (configuration not stated),-5,5,109,x,0.87,102,4,-10,-8,1.1
CCc1n[nH]c(=S)n1N=C1CCC(C)CC1 (configuration not stated),-5,5,101,-0.23,1.4,105,-3,-3,-3,1
CCOC(=O)c1ccc(NS(=O)(=O)c2ccc3c(c2)CCCN3C(C)=O)cc1,8,-8,101,-1.5,1,106,-4,-1,-4,1
Cc1cc(C)cc(N2CC(c3nc4ccccc4n3C)CC2=O)c1 (configuration not stated),x,x,94,x,1.1,93,16,7,-5,1.1
O=C(Cc1ccc(-n2cnnn2)cc1)NC12CC3CC(CC(C3)C1)C2,0,0,111,1.3,0.77,105,-2,-12,1,1
Cc1nn(CC2CC2)c(=O)n1-c1ccc(C(C)C)cc1,-13,13,102,1.5,1.4,97,9,-5,-6,1.1
O=C(Nc1nnc(-c2ccc3c(c2)CCCC3)o1)C1COc2ccccc2O1 (configuration not stated),-11,11,102,x,1.3,103,2,-2,10,0.9
COc1cc2c(cc1NC(=S)NC(=O)/C=C/c1ccc(OC)c(OC)c1)oc1ccccc12,-12,12,91,x,2.4,103,-4,10,-5,1.1
N#Cc1cc([N+](=O)[O-])cnc1N(CCO)CCO,-5,5,102,0.68,0.97,96,3,1,-8,1.1
Cn1ccnc1Sc1cc(Cl)ccc1[N+](=O)[O-],-6,6,103,0.091,1.1,97,8,-6,0,1
COc1ccc(N2CCN(S(=O)(=O)c3cccs3)CC2)cc1,5,-5,96,x,1.1,108,-6,6,-6,1.1
CN1CCN(S(=O)(=O)c2cnccc2N2CCN(c3cccc(Cl)c3)CC2)CC1,-1,1,102,0.03,0.93,91,12,-3,-6,1.1
COc1ccccc1CN1C(=O)CN(C2CCCC2)C(=O)C1c1ccc(F)cc1 (configuration not stated),17,-17,103,x,0.84,100,5,-4,-6,1.1
COc1ccc(OC)c(-n2cc3c(=O)n(C)c(=O)n(C)c3c2)c1,18,-18,95,x,0.98,102,2,6,-2,1
CC(=O)Nc1ccc(SCC(=O)Nc2sccc2C#N)cc1,-14,14,106,0.035,1.6,108,-4,-7,-6,1.1
N#Cc1nc(-c2ccc(Cl)cc2)oc1N1CCCCC1,1,-1,101,-0.063,1.4,76,30,-1,-2,1
CCCCOc1ccc(N2C(=O)CC(N(CCc3ccccc3)C(=O)/C=C/C(=O)O)C2=O)cc1 (configuration not stated),-6,6,99,0.34,1.1,103,-2,1,1,1
CCOC(=O)Cc1csc(NC(=O)COc2ccc(C)cc2)n1,-3,3,97,-0.031,0.96,107,-7,2,31,0.7
CCC(=O)N1CCc2cc(OC)c(OC)cc2C1COc1ccc(OC)cc1 (configuration not stated),8,-7,88,0.35,1.2,104,4,13,-1,1
O=C(NC(=S)Nc1nc(-c2ccccc2)cs1)c1ccco1,-2,2,98,0.95,1.5,139*,-37,0,2,1
Cc1ccc2[nH]c(=O)c(CN(Cc3ccccc3Cl)C(=O)N3CCOCC3)cc2c1,8,-8,100,-0.16,0.85,109,-1,0,-4,1

# Record cards (already shown). Order of screens: APP transl inh | APP 5'UTR act | STAT1 activator | ROMK mod | NF-kB expr up | STAT3 activator | STAT3 blocker | STAT1 blocker | FLuc inh counter | FLuc stim CS
# `N#Cc1nc(-c2ccc(Cl)cc2)oc1N1CCCCC1` reads 1 | -1 | 101 | -0.063 | 1.4 | 76 | 30 | -1 | -2 | 1
# `CCc1c(C)sc2nc(C(C)C)nc(SCC(=O)N3CCc4ccccc4C3)c12` reads -9 | 9 | 105 | x | 0.39 | 99 | 4 | -6 | 0 | 1
# `CCc1n[nH]c(=S)n1N=C1CCC(C)CC1` (configuration not stated) reads -5 | 5 | 101 | -0.23 | 1.4 | 105 | -3 | -3 | -3 | 1

# Additional compounds follow:
SMILES,APP transl inh,APP 5'UTR act,STAT1 activator,ROMK mod,NF-kB expr up,STAT3 activator,STAT3 blocker,STAT1 blocker,FLuc inh counter,FLuc stim CS
Cc1ccc(S(=O)(=O)N2CC=C(c3c(C)n(C)c4ccccc34)CC2)cc1,-3,3,103,-0.62,0.86,102,-5,-4,0,1
CC(=O)Nc1cc[n+](C(C)C(=O)c2ccc(Cl)cc2)cc1 (configuration not stated),-25,25,105,0.02,1.1,106,-6,-5,-8,1.1
NC(=O)N[C@@H](Cc1c[nH]c2ccccc12)C(=O)OCC(=O)N1CCCCC1,21,-21,99,1.5,1.3,102,5,0,-8,1.1
Cc1cc(NC(=O)CCCSc2nc(-c3ccco3)cc(C(F)(F)F)n2)n(-c2ccccc2)n1,-15,15,86,x,1.1,91,15,15,-2,1
O=[N+]([O-])c1ccccc1NCCNS(=O)(=O)c1ccc(Cl)cc1,16,-16,125,x,1.2,98,2,-28,-3,1
Cc1n[nH]c(C)c1CCc1nc2c3ccccc3nc(SCC(=O)Nc3ccccc3F)n2n1,x,x,92,0.057,0.68,86,17,4,-5,1
CCOc1ccc(C(O)c2nccn2Cc2ccccc2)cc1 (configuration not stated),7,-7,89,-0.66,1.8,101,-1,13,-7,1.1
O=[N+]([O-])c1ccc(C[n+]2cccc3c4ccccc4ccc32)cc1,4,-4,98,0.78,0.84,74,35,0,-4,1
CCc1ccccc1NC(=O)Nc1cccn(Cc2ccc(F)cc2)c1=O,-3,3,94,0.81,0.81,94,14,4,-7,1.1
COc1ccc(N(CC(=O)NC(C)(C)C)S(=O)(=O)c2ccccc2)cc1OC,-8,8,102,0.47,0.91,100,4,-2,-6,1.1
Clc1ccc(-n2nnc(-c3cccnc3)n2)cc1Cl,-51,51,159*,x,2.3,x,x,-62,12,0.9
CCCCn1c(CN2CCOCC2)nc2c1c(=O)n(C)c(=O)n2C,14,-14,91,x,x,100,0,7,-3,1
O=C(COc1ccccc1-c1ccccc1)NCc1ccco1,0,0,94,-1.3,1.2,102,3,8,0,1
C#CCOCCOCCOCCNc1nc(N2CCN(C(=O)[C@H](CCCCN)n3cc(CCCC)nn3)CC2)nc(N2CCN(C(=O)[C@H](CCCCN)n3cc(CCCC)nn3)CC2)n1,-8,8,104,0.043,0.81,102,-5,-4,-6,1.1
COc1ccc(CC(NC(C)=O)C(=O)N2CCN(C(=O)Nc3ccc(Cl)cc3)CC2)cc1OC (configuration not stated),0,0,101,-0.0064,0.89,100,2,-1,-4,1
O=C(CN1c2cccc3cccc(c23)S1(=O)=O)Nc1cccc(S(=O)(=O)N2CCOCC2)c1,-3,3,96,-0.4,0.75,99,3,5,-3,1
COC(=O)c1ccccc1NC(=O)CSc1nnnn1-c1ccc(C)cc1C,-12,12,94,0.28,0.95,102,-4,7,3,1
CN(Cc1cc(-c2ccccc2)on1)C(=O)c1cc(COc2c(F)cccc2F)on1,-40,40,127,-1.5,1.9,107,-2,-33,0,1
COc1ccc2[nH]c(O)c(N=NC(=N)N)c2c1,2,-1,90,1.6,1.1,99,-1,12,-4,1
O=C(CSc1ncc(C(F)(F)F)cc1Cl)N1CCN(S(=O)(=O)c2ccccc2)CC1,-18,18,96,-0.7,0.87,95,10,5,-3,1
CCOC(=O)c1ccc(S(=O)(=O)N2CCN(CC(=O)NC(=O)NC(C)(C)C)CC2)cc1,4,-4,103,-0.094,0.73,100,0,-4,-7,1.1
CCCNC(=S)Nc1ccc(Cl)cc1C,-9,9,97,x,0.9,99,4,3,-2,1
CCc1ccc(C(=O)NC(C(=O)O)C(C)C)cc1 (configuration not stated),0,0,103,x,1.4,98,6,-3,-2,1
O=C(CN(c1cccc(C(F)(F)F)c1)S(=O)(=O)c1ccc(Cl)c([N+](=O)[O-])c1)NCc1ccc(F)cc1,-11,11,104,-0.54,0.78,87,22,-4,-2,1
CCN(CC)C(=O)COC(=O)c1ccc(C)c(NC(=O)c2ccco2)c1,-27,27,98,0.44,1,102,-1,3,-1,1
# (further entries)
SMILES,APP transl inh,APP 5'UTR act,STAT1 activator,ROMK mod,NF-kB expr up,STAT3 activator,STAT3 blocker,STAT1 blocker,FLuc inh counter,FLuc stim CS
Cc1ccccc1N1C(=O)CC2(CCCC2)CC1=O,-2,2,102,x,1.1,92,14,-3,-4,1
COc1ccc(C(=O)NCCc2ccc(F)cc2)cc1OC,3,-3,108,0.069,1.3,95,10,-11,0,1
Cn1c(SCC(=O)c2c(N)n(C)c(=O)n(C)c2=O)nnc1-c1ccc(F)cc1,22,-22,104,0.92,1.2,98,2,-4,-6,1.1
Brc1ccc(COc2ncnc3ccccc23)cc1,14,-14,103,-1.6,1.7,98,2,-4,-6,1.1
Cc1ccc(SCCC(=O)Nc2ccc(OCc3ccccc3)cc2)cc1,16,-16,96,0.27,1.2,97,6,4,-6,1.1
C/C=N\NC(=O)CNC(=O)CNC(=O)c1ccccc1,-3,3,101,0.16,0.95,102,0,-4,-5,1.1
CC(=O)Nc1ccccc1-c1nc2ccccc2nc1OCC(=O)c1ccc(Br)cc1,13,-13,104,x,1.3,95,17,-4,-3,1
CCC(NC(=O)c1ccccc1NC(=O)c1ccccc1)C(=O)O (configuration not stated),-13,13,100,0.37,1,104,-2,0,-1,1
CC(O)Cc1nsc(NC(=O)c2cccs2)n1 (configuration not stated),-1,1,97,x,1.1,98,11,3,2,1
CC(=O)Nc1sc(N/N=C\c2cccc(Cl)c2)nc1-c1cccs1,-11,11,114,1.6,1,133*,-38,-15,-2,1
CCc1cc2c(SCC(=O)c3ccc(C)cc3)ncnc2s1,-12,12,93,0.84,1.2,89,15,8,-7,1.1
COc1ccc(-c2c(=O)n(OCc3ccccc3[N+](=O)[O-])c3ccccc3[n+]2[O-])c(OC)c1,16,-16,94,0.92,0.93,102,2,4,-4,1
Cc1cc(S(=O)(=O)n2cnc3ccccc32)c(C)cc1Cl,-1,1,99,x,1.2,100,4,1,-4,1
O=C(O)CCC(=O)Nc1ccccc1Oc1ccccc1,-2,2,96,-0.44,1.6,107,2,4,-4,1
Cc1[nH]c2ccc(-c3nnc(SCC(=O)c4ccccc4F)o3)cc2c1C,-12,12,104,-0.85,0.7,91,13,-5,-4,1
Cc1c(CN2CCCC(C)C2)c(O)n(CCO)c(=O)c1C#N (configuration not stated),-5,5,96,0.28,1.2,98,8,4,-6,1.1
CC1Cc2ccccc2N1CC(=O)NC(=O)NC(C)(C)C (configuration not stated),-10,10,93,-0.61,0.9,95,10,6,-9,1.1

# From PubChem BioAssay
